PREPL inh – human PREPL enzyme inhibition; Q4J6C6; recombinant PREPL, fluorescence polarization activity-based probe; inhibition, % at 5.96 µM; actives 0.68% (n = 320,000); AID 2751; in the data active means inhibition above about 43%;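 further: 0% = enzyme with DMSO and 100% = wells lacking enzyme; many of its hits are not listed in these tables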
Target sequence (Q4J6C6 whole entry, looked up): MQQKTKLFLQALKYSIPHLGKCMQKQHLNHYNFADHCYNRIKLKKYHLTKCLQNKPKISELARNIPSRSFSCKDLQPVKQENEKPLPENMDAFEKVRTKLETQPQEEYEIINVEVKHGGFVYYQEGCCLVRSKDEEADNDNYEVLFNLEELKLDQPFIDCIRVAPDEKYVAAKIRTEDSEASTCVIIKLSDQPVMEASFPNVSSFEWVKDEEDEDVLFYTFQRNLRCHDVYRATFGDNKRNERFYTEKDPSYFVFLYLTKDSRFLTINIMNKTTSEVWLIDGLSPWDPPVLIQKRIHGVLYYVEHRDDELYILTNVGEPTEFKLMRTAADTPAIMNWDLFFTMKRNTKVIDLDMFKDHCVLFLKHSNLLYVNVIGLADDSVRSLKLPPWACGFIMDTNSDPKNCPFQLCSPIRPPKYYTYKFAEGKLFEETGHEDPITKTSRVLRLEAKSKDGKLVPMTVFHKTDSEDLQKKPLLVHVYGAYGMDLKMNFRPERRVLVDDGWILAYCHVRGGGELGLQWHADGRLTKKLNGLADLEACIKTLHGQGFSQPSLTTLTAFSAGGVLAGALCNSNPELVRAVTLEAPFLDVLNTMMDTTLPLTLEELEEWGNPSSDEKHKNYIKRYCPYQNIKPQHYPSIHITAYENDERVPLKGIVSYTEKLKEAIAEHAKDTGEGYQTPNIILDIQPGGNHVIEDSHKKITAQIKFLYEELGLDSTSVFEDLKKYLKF
Efflux pump mplx – antifungal efflux pump inhibition, Nile Red retention; S. cerevisiae Candida pump triplex; inhibition, % at 10 µM; actives 0.44% (n = 330,000); AID 485275;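 active means plate passing quality check with inhibition over a set limit, or well fluorescence over plate mean plus 4 SD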;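 further: Nile Red retained in pooled yeast measured as flow cytometry median fluorescence; 0% = buffer negative control and 100% = Enniatin B positive control; higher means more Nile Red kept so more efflux inhibition; some compounds called inactive have numbers as strong as hits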
TPT1 inhibitor – C. albicans TPT1 enzyme inhibition. recombinant caTPT1, FP RNA substrate dephosphorylation. inhibition, % at 5 µM. actives 0.81% (n = 300,000);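 active means inhibition above the mean of all tested compounds plus 3 SD, set per screening campaign, cut at about 24% in these data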;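 further: plate controls were DMSO alone for no effect and ferristatin control at 100 nM for full effect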
ZTA counter – counter-screen for EBNA-1 inhibitors: inhibitors of Epstein-Barr virus ZTA | inhibition, % at 11 µM | ZTA-DNA binding, fluorescence polarization | actives 0.15% (n = 320,000) | P03206; in the data active means inhibition above about 33%
Target sequence (P03206 whole entry, looked up): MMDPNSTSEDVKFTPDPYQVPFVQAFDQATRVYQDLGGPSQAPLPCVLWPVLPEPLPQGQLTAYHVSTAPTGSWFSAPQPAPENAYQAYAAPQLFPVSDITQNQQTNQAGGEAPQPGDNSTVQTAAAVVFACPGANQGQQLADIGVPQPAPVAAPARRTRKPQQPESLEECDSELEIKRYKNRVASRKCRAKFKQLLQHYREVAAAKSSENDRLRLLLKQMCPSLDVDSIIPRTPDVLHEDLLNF
PP1 counter – blocks human PP1-alpha phosphatase, a PP5 counter-screen; P62136; purified PP1alpha, OMFP fluorescence; inhibition, % at 6.7 µM; actives 0.9% (n = 320,000);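 active means inhibition above the mean inhibition of all tested compounds plus 3 SD, computed separately for each screening campaign, cut at about 15% in these data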
EBNA-1 inh – blocks EBNA-1 binding to DNA; AID 1950; inhibition, % at 14.8 µM; actives 0.34% (n = 300,000); EBNA-1 DNA binding, fluorescence polarization; in the data active means inhibition above about 28%
CTSL1 counter – blocks F. hepatica cathepsin L1 in PFM18AAP counter-screen; recombinant F. hepatica cathepsin L1, Z-Leu-Arg-MCA fluorescence; inhibition, % at 5.96 µM; actives 0.49% (n = 300,000);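 active means inhibition above the mean of all tested compounds plus 3 SD, set per screening campaign, cut at about 17% in these data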;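 further: 0% = plate median of test compound wells and 100% = 1 µM Z-Phe-Ala-diazomethylketone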
core dimer inh – HCV core protein dimerization inhibition; TR-FRET GST/Flag-core106 dimerization, 1536-well; inhibition, % at 5 µM; actives 0.33% (n = 300,000);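 active means inhibition above the mean of all tested compounds plus 3 SD, set per screening campaign, cut at about 45% in these data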
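test system = GST/Flag-tagged HCV core106 proteins | probe or stimulus = Eu donor and XL665 acceptor anti-tag antibodies | times = compound-protein-antibody incubation 4 h at 22.5 °C | signal = TR-FRET, excitation 340 nm, emission 617 and 671 nm | measure = percent inhibition of core106 dimerization signal | controls = wells lacking GST-core106 and wells with excess unlabelled core106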
PP5 primary – PP5 (human) phosphatase inhibition; purified PP5c, OMFP substrate fluorescence; inhibition, % at 6.7 µM; actives 0.18% (n = 320,000);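 active means inhibition above the campaign's mean inhibition across all tested compounds plus 3 SD, cut at about 9.5% in these data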;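 further: 0% = DMSO only and 100% = 100 µM cantharidin control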
* marks the source's active call; other numbers are inactive results; · = no result given.

Molecule	PREPL inh	Efflux pump mplx	TPT1 inhibitor	ZTA counter	PP1 counter	EBNA-1 inh	CTSL1 counter	core dimer inh	PP5 primary
Cc1csc(SC(C)C(=O)NCC2CCCCC2)n1 (stereo not drawn)	-2	0.0	-1	7	-2	-11	-12	1	2.9
O=C(Nc1nc2ccc(Cl)cc2s1)c1ccc(Br)o1	14	0.2	8	17	-7	4	-4	-9	-0.4
COc1ccc(N2CCN(C(=O)C3Cc4ccccc4CN3C(=O)c3ccccc3)CC2)cc1 (stereo not drawn)	26	-0.1	0	4	2	1	9	6	-0.5
CN(C(=O)COc1ccc(Br)cc1Cl)C1CCCCC1	-6	0.1	-1	4	0	-8	2	0	1.0
N#Cc1ccsc1NC(=O)CN1C(=O)NC2(CCCC2)C1=O	11	0.0	-3	-10	-1	-2	-1	45	-0.1
COc1ccc(-n2c(C)cc(-c3csc(NC(=O)c4ccc(S(=O)(=O)N(C)C)cc4)n3)c2C)cc1	5	-0.2	5	5	15	-4	4	53*	1.5
CCOc1ccc(N(CC(=O)N2CCN(Cc3ccccc3)CC2)S(C)(=O)=O)cc1	-4	0.0	0	15	0	8	-1	8	-2.6
Cc1cc(=O)oc2c3c(cc(OCC(=O)N4CCC(C(=O)O)CC4)c12)OC(C)(C)CC3	7	0.0	-1	-1	-3	-2	3	5	1.4
CN(Cc1ccccc1F)C(=O)C(Cc1ccccc1)NC(=O)c1ccccc1 (stereo not drawn)	0	0.0	-2	-1	0	3	-2	1	0.3
Cc1cccc(C(=O)Nc2ccccc2SCC(=O)Nc2ccc(C)c(Cl)c2)c1	7	0.4	3	3	-4	-4	-2	2	5.8
CCc1oc2c(C)c(O)ccc2c(=O)c1-c1ccc2ccccc2n1	3	-0.2	1	-5	0	-6	8	2	3.5
COc1cccc(CNC(=O)CCC2CCCN(C(=O)c3ccc(OC)c(F)c3)C2)c1 (stereo not drawn)	0	-0.1	-2	2	-3	3	0	-1	-2.4
CC(C)c1ccc(/C=C2\SC(=O)N(CC(=O)NC3C=CS(=O)(=O)C3)C2=O)cc1 (stereo not drawn)	15	0.1	0	2	28*	-1	3	10	2.5
COc1cccc(-n2c(SCC(=O)N3CCOCC3)nc3c([nH]c4ccccc43)c2=O)c1	4	-0.1	1	-2	-1	15	-1	8	-0.9
CCOc1ccc(N(CC(=O)NC2CCCC2)S(=O)(=O)c2ccccc2)cc1	-5	0.1	1	12	-6	0	-2	13	0.0
COc1cccc(C2=NOC(C(=O)NCc3ccccn3)C2)c1 (stereo not drawn)	15	0.1	0	2	-2	-15	-4	0	0.0
CCCc1nnc(NC(=O)c2ccc(S(=O)(=O)N(C)c3ccccc3OC)cc2)s1	15	0.2	·	3	2	·	·	·	2.4
CCOc1ccc(S(=O)(=O)N2CCCCC2)cc1NC(=O)C1CSC2(C)CCC(=O)N12 (stereo not drawn)	7	-0.1	-5	0	-2	4	1	-1	0.2
C[N+](C)(C)CCCN(Cc1ccc2c(c1)OCO2)C(=O)NC1CCCCC1	3	0.0	-2	1	-3	5	-2	-3	-1.3
CCOC(=O)c1nn(-c2ccccc2C)c(=O)cc1OCC(=O)N1CCN(c2ccccc2)CC1	17	0.0	0	0	-5	-4	-1	3	3.6

Looked up by compound from the list above:
Molecule	PREPL inh	Efflux pump mplx	TPT1 inhibitor	ZTA counter	PP1 counter	EBNA-1 inh	CTSL1 counter	core dimer inh	PP5 primary
COc1cccc(CNC(=O)CCC2CCCN(C(=O)c3ccc(OC)c(F)c3)C2)c1 (stereo not drawn)	0	-0.1	-2	2	-3	3	0	-1	-2.4
CN(Cc1ccccc1F)C(=O)C(Cc1ccccc1)NC(=O)c1ccccc1 (stereo not drawn)	0	0.0	-2	-1	0	3	-2	1	0.3
N#Cc1ccsc1NC(=O)CN1C(=O)NC2(CCCC2)C1=O	11	0.0	-3	-10	-1	-2	-1	45	-0.1
COc1cccc(-n2c(SCC(=O)N3CCOCC3)nc3c([nH]c4ccccc43)c2=O)c1	4	-0.1	1	-2	-1	15	-1	8	-0.9
Cc1csc(SC(C)C(=O)NCC2CCCCC2)n1 (stereo not drawn)	-2	0.0	-1	7	-2	-11	-12	1	2.9

Next part.
Molecule	PREPL inh	Efflux pump mplx	TPT1 inhibitor	ZTA counter	PP1 counter	EBNA-1 inh	CTSL1 counter	core dimer inh	PP5 primary
CCOc1ccc(N2C(=O)C3C(c4ccccc4F)NN(C(=O)c4ccc(C)cc4)C3C2=O)cc1 (stereo not drawn)	0	0.1	-4	5	-2	6	-1	2	2.3
CC(=O)Nc1ccc(S(=O)(=O)Nc2nc3ccccc3nc2N2CCc3ccccc3C2)cc1	0	2.5	1	-1	0	11	2	3	1.5
CCCCCOc1ccc(NC(=O)c2cc(SC)ccc2Cl)cc1	-10	-0.1	-2	-9	0	11	-3	-1	5.1
COc1ccc(N2CCN(C(=O)c3cccn4c(=O)c5ccccc5nc34)CC2)cc1	-16	0.1	2	-4	0	-13	2	-1	4.1
COc1ccc(N(CC(=O)Nc2ccc(C)cn2)S(=O)(=O)c2c(C)noc2C)cc1	1	-0.1	-2	-3	1	4	1	5	3.1
CCCOc1ccc(-c2c(C(=O)N/N=C/c3ccc(OC)cc3)nnn2-c2nonc2N)cc1	-2	-0.3	2	-3	4	10	2	17	2.0
Cc1ccccc1NC(=O)Cc1c[nH]c2ccccc12	-1	-0.2	0	6	-1	8	-2	2	-0.9
C/C(NCC(C)(C)CN(C)C)=C(/C#N)C(=O)NCc1ccccc1	6	-0.2	-5	-20	-2	-8	5	-4	-5.2
O=C(C1=C[C@H](C2CC2)C[C@H](OCc2ccc(CO)cc2)O1)N1CCOCC1	3	0.0	-1	-10	2	4	-7	-2	4.4
Cc1ccc2nc(-c3ccccc3)cc(C(=O)NCCCn3ccnc3)c2c1	13	-0.2	-1	-10	0	-3	2	-1	3.5
O=C(Nc1cccc(Cl)c1N1CCCC1)c1ccc([N+](=O)[O-])o1	11	-0.1	-4	-3	3	-11	7	1	-2.5
CCOC(=O)c1sc2nc(C3CC3)cc(-c3ccc(OC)cc3)c2c1N	19	0.1	4	-13	-4	-13	10	5	-0.9
CCN1CCN(C(c2ccc(F)cc2)c2nnnn2Cc2cccs2)CC1 (stereo not drawn)	5	0.0	-3	-4	-1	4	7	-1	-1.1
CC(OC(=O)c1cccc(S(=O)(=O)Nc2ccccc2F)c1)C(=O)NCc1ccc2c(c1)OCO2 (stereo not drawn)	3	0.1	1	-1	-1	6	-6	5	2.9
O=C(Cn1cnc([N+](=O)[O-])c1)c1ccc(F)cc1	3	0.1	-2	5	-3	4	-4	6	-3.8
O=C1c2c(Br)c(Br)c(Br)c(Br)c2C(=O)N1c1ccccn1	-5	-0.2	-1	23	0	1	2	25	0.1
O=C(CSc1ccc(F)cc1)NCCSc1ccccc1	-28	0.0	1	4	-3	5	-1	1	1.6
COc1ccc(-c2nc(C#N)c(N3CCOCC3)o2)cc1OC	5	0.2	-1	-1	-2	-11	-5	1	2.3
Cc1cc(OCC(=O)NC(C)c2ccccc2)ccc1[N+](=O)[O-] (stereo not drawn)	-6	-0.2	-2	3	-2	-1	0	-3	2.5
CN(C(=O)c1cccc(COc2ccc(Cl)cc2Cl)c1)c1ccccc1	-31	0.1	5	-9	2	-4	1	0	3.0

(further entries)
smiles | PREPL inh | Efflux pump mplx | TPT1 inhibitor | ZTA counter | PP1 counter | EBNA-1 inh | CTSL1 counter | core dimer inh | PP5 primary
O=C1c2ccccc2C(Nc2ccc(Cl)cc2)N1CCN1CCOCC1 (stereo not drawn) | 2 | -0.1 | 3 | -10 | 1 | 0 | -3 | -6 | 1.6
Cc1ccc(NC(=O)CN(C)CC(=O)N(C)Cc2ccccc2)cc1 | -10 | 0.1 | · | -5 | -2 | · | · | · | -1.6
Cc1nc(N2CCN(C(=O)c3cnccn3)CC2)c2c3c(sc2n1)CC(C(C)(C)C)CC3 (stereo not drawn) | 21 | 0.2 | 2 | 4 | 4 | -14 | -3 | 0 | 0.6
Cc1ccc(-n2c(O)c(/C=N/Nc3ccc(S(=O)(=O)N4CCOCC4)cc3[N+](=O)[O-])c3ccccc3c2=O)c(C)c1 | 28 | 0.0 | 0 | -9 | 18* | -2 | 2 | 16 | 1.9
COc1cccc(CNCCO)c1OCc1ccccc1 | -9 | -0.2 | 2 | 9 | -3 | -14 | 1 | -4 | 0.3
CC(=O)Oc1ccc2occ(C(=O)c3cccs3)c2c1 | -12 | 0.0 | 1 | 3 | -2 | 1 | -45 | -2 | 0.4
Cc1ccccc1NC(=O)c1ccc(CSc2ncccn2)cc1 | 7 | 0.1 | 4 | -9 | -2 | 12 | 1 | -3 | 1.5
CCC[C@@H]1CCCO[C@@](C(=O)NCc2ccccn2)(C(F)(F)F)C1 | -9 | -0.1 | -2 | -8 | 0 | 9 | 0 | 10 | 5.6
O=C(Nc1cccc(Cl)c1)c1ccc(F)c(S(=O)(=O)N2CCN(c3ccccn3)CC2)c1 | -32 | 0.9 | -1 | -20 | 6 | -9 | -4 | 13 | 7.8
CC(NC(=O)c1ccccc1Cl)C1COc2ccccc2O1 (stereo not drawn) | -7 | 0.0 | 0 | -2 | -2 | 6 | -2 | 4 | 0.5
C/C=C/COC(=O)C1=C(C)NC(=O)NC1c1ccc2c(c1)OCO2 (stereo not drawn) | 0 | 0.0 | 0 | 2 | 0 | -6 | 4 | 0 | 0.6
O=C(CSc1nc(O)c(Cc2ccccc2)c(=O)[nH]1)N1CCOCC1 | -4 | 0.3 | 0 | -11 | 0 | 9 | 0 | 3 | 1.1
O=C1CN(C(=O)COC(=O)c2ccc([N+](=O)[O-])o2)c2ccccc2N1 | 9 | 0.1 | · | 1 | -3 | · | · | · | -1.2
O=C(OCc1c(Cl)cccc1Cl)c1cccnc1 | -1 | -0.1 | 3 | -11 | 4 | -2 | 0 | 2 | 1.0

A portion of the library; rates above refer to the full screens.
